# Compound activity from PubChem.
# hiPSC survival = increases survival of single human iPS cells | actives 0.044% (n = 360,000) | hiPSC single-cell survival, ATPlite luminescence; 100% = ROCK inhibitor wells, 0% = DMSO | survival enhancement, % at 20 µM; in the data active = survival enhancement above about 18%;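 note: cells exposed to compounds for 16 hours before the ATP read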
# HIF-2a inh = blocks HIF-2a reporter activity | 786-0 RCC cells HIF-2a reporter, luciferase luminescence, overnight | inhibition, % at 18.8 µM | actives 0.72% (n = 360,000) | AID 624352;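 active = inhibition of the luminescence signal of 40% or more relative to plate controls, in a single-dose primary screen at 18.75 µM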
# CaV13 ICDI inh = Disruptors of the CACNA1D IQ motif to Ca2+-dependent inactivation inhibitor domain association, primary screening, Förster resonance energy transfer in intact living …. HEK cells, CFP/YFP FRET ICDI-IQ, plate reader, 10 min; percent FRET-ratio fall versus neutral wells. actives 0.098% (n = 340,000). inhibition, % at 12.3 µM. AID 743397;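 active = mean replicate inhibition of at least 30% and at least 1% of replicates passing that level; inconclusive = only one of the two criteria is met; inactive = neither criterion is met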;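 note: 0% = median of the neutral control wells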
# NR2E3 ag-1 = NR2E3 (human) agonism | inhibition of corepressor binding, % at 4.78 µM | actives 0.12% (n = 320,000) | AID 2300 | Q9Y5X4 | GST-NR2E3/biotin-RetCOR TR-FRET, 1536-well;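 active = percent inhibition above the cutoff of mean plus 3 SD of all tested compounds, set per screening campaign, cut at about 20% in these data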;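 note: 0% = DMSO wells and 100% = biotin wells as full block of FRET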
#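 Material: NR2E3–RetCOR corepressor complex / Amount: 1.35 nM GST-NR2E3 / Medium: Tris pH 7.5 / Compound: single nominal compound dose of 4.8 µM / Incubation: 5 h at 4 °C / Technique: TR-FRET, Eu(K)-anti-GST donor, streptavidin-D2 acceptor, ex 340, em 617/671 nm / Read-out basis: percent loss of FRET ratio relative to control wells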
# PDI turbidity = PDI (human) enzyme inhibition; P07237; PDI insulin aggregation turbidity, A650, 90 min; inhibition, % at 10 µM; actives 0.052% (n = 350,000);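 active = mean inhibition across replicates of 30% or more, whatever share of single replicates reach that level; inconclusive = mean inhibition below 30% while every single replicate reaches 30%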;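 note: absorbance from insulin aggregation driven by PDI reduction with DTT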
# Target sequence (P07237 whole entry, looked up): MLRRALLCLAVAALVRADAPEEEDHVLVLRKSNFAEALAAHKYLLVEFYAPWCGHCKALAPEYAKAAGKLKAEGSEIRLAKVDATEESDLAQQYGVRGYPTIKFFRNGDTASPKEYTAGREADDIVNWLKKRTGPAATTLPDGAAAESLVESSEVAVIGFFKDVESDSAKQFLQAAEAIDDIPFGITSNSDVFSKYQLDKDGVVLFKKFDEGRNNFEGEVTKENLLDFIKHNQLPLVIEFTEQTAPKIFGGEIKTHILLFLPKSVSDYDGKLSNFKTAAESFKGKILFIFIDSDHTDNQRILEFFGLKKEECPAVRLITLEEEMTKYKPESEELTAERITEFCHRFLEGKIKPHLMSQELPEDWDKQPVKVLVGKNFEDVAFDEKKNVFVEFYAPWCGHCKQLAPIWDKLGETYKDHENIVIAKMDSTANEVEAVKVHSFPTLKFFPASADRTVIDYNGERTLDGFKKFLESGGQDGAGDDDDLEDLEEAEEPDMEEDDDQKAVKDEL
# Peg3 promoter = reduces Peg3 promoter-driven luciferase expression in HeLa. actives 1.7% (n = 360,000). HeLa PEG-Prom luciferase reporter, luminescence, overnight. inhibition, % at 20 µM;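 active = inhibition of at least 50% at 20 µM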
# MITF TRPM1 inh = MITF TRPM1 promoter inhibition in SK-MEL-5 cells | SK-MEL-5 TRPM1 promoter luciferase, 24 h | inhibition, % at 12.5 µM | actives 0.83% (n = 330,000);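 active = mean inhibition across replicates of 60% or more, whatever share of single replicates reaches that level; inconclusive = some that reach 60%, reason not given; inactive = mean inhibition across replicates below 60%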; note: values of inactives mirror those of a sister screen read the other way
# NR2E3 ag-2 = human photoreceptor-specific nuclear receptor agonism; CHO-S Gal4-NCOR/VP16-NR2E3 two-hybrid, luciferase; AID 602229; Q9Y5X4; inhibition of corepressor binding, % at 3.98 µM; actives 0.35% (n = 360,000);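 active = inhibition above the mean of all tested compounds plus 3 SD, cut at about 70% in these data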;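 note: 0% = DMSO with NR2E3 transfected cells and 100% = cells lacking NR2E3 construct; higher means lower luciferase signal from less NR2E3 corepressor binding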
# Shn3 3UTR inh = inhibitors of Schnurri-3 3'UTR reporter in osteoblasts. actives 0.52% (n = 360,000). inhibition, % at 12.5 µM. Clone20 osteoblast Shn3 3'UTR firefly luciferase, 24 h;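 active = mean inhibition of at least 75% with every replicate also reaching 75%; inconclusive = mean inhibition at least 75% but some replicate below; inactive = mean inhibition below 75%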;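 note: 0% = median of neutral control wells and 100% = pilot-screen positive control compound; some compounds past the cut are filed as inactive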
# HTR2A ag = mouse HTR2A agonism via beta-arrestin recruitment; activation, % at 7.6 µM; AID 624169; CHO-K1 mHTR2A beta-arrestin complementation, luminescence; percent of 30 µM serotonin response; actives 0.66% (n = 360,000); P35363;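 active = activation above a run cutoff, the mean activation of all tested compounds plus 3 SD, cut at about 14% in these data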;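 note: 0% = plate median of compound wells and 100% = 30 µM serotonin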
# Target sequence (P35363 whole entry, looked up): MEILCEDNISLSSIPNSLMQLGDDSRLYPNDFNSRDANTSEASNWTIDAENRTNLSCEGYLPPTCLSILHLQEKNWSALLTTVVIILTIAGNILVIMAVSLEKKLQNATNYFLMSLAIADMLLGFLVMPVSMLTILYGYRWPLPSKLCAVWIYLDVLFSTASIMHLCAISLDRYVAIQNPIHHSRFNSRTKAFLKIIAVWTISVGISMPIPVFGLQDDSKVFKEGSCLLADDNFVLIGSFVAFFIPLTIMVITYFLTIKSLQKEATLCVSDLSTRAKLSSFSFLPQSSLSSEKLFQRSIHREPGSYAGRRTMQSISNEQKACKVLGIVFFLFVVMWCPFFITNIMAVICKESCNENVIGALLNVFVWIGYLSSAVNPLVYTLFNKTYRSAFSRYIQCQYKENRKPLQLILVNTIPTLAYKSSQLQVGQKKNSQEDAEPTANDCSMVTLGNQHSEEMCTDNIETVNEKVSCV
# Cardio protect = modulators protecting cardiomyocytes from myocardial damage | H9c2 cardiomyocytes, H2O2 injury protection, ATPLite, 2 h | protection from H2O2 cell death, % at 20 µM | actives 0.63% (n = 360,000) | AID 588492;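 active = compounds giving at least 50% protection of heart cells from peroxide-induced death in the single-dose screen, raw or plate-pattern-corrected value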;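 note: 0% = DMSO wells with peroxide and 100% = DMSO wells without peroxide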
# The depositor's hits bear a star; ? = inconclusive; . = not tested or not shown.
SMILES,hiPSC survival,HIF-2a inh,CaV13 ICDI inh,NR2E3 ag-1,PDI turbidity,Peg3 promoter,MITF TRPM1 inh,NR2E3 ag-2,Shn3 3UTR inh,HTR2A ag,Cardio protect
CCCCCCn1c(=O)n2n(c1=O)[C@@H]1CN(S(=O)(=O)c3ccc(C)cc3)C[C@]1(O)[C@@H](OC(=O)NCc1ccccc1F)C2,-0.9,-3,-5,.,11,23,.,7,14,0,-12
O=C(O)c1cnn(-c2nc(-c3ccc(Br)cc3)cs2)c1C(F)(F)F,-0.6,-158,-13,8,2,-196,.,-137,-81,6,-1
O=C1CCCC1C(=O)Nc1ccc2ccccc2c1 (stereo not given),-0.6,-111,-4,-1,-64,-108,-47,0,5,-3,-5
Cc1ccc(Oc2ncccc2/C=N/OCc2ccc(Cl)c(Cl)c2)cc1,0.8,-73,-5,1,-8,-15,1,-38,-1,-3,-18
CCCN1CCN(CCCNC(=S)Nc2ccc3nc(N4CCN(CC)CC4)cc(C)c3c2)CC1,-0.5,12,-5,0,3,4,-13,-7,.,-3,3
NS(=O)(=O)c1ccc(NC(=O)c2cc(-c3ccccc3O)n[nH]2)cc1,-0.2,6,-3,3,-35,-2,-4,10,4,2,4
COc1ccc(N(Cc2cc3ccccc3[nH]c2=O)S(=O)(=O)c2ccc(C)cc2)cc1,-1.0,-41,-6,5,-10,-2,.,-25,11,-2,48
O=C(CCn1nc(-c2ccc(Cl)cc2)ccc1=O)N1CCN(c2ccccn2)CC1,-2.2,4,.,.,20,23,9,27,15,-2,5
Cc1sc2nc(-c3cccnc3)[nH]c(=O)c2c1-c1ccccc1,-0.6,-26,-22,6,7,-20,6,-6,1,-3,-3
O=C(Cc1ccc(Br)cc1)NC1CCCCC1,-1.8,-86,-5,-3,-4,-80,-36,-16,-28,-3,-5
O=C(Cn1c2ccccc2c(=O)c2ccccc21)N/N=C/c1cc([N+](=O)[O-])ccc1N1CCCCC1,0.5,4,-3,1,7,19,?,-20,5,1,3
C=CCn1c(N)c(C(=O)OCC)sc1=S,-0.6,-4,-3,1,4,-6,-7,-18,-15,1,5
O=C(c1ccccc1-c1nc(-c2ccccc2Cl)no1)N1CCOCC1,1.8,5,-5,1,0,8,-1,-4,-2,-3,0
COc1cccc(/C=C/C(=O)OCC(=O)NCc2ccco2)c1OC,3.1,-3,3,-4,7,-11,6,-5,7,-1,-1
CC(C)C[C@@H](CN1CCCC1CN1C(=S)NC[C@@H]1Cc1ccc(O)cc1)N1C[C@H](Cc2ccc(O)cc2)N(CC2CCCCC2)C1=S (stereo not given in full),-4.1,-38,-8,.,16,93*,23,-36,58,-7,-40
CCC(Oc1ccc(C)c(C)c1)C(=O)O (stereo not given),-0.1,12,-8,-2,9,1,7,-11,-1,6,0
O=C(CN1CCCCC1)Nc1scc2c1c(=O)oc1ccccc12,-1.0,-137,-21,-4,-2,-74,-64,-25,-28,1,16
CCC(CC)C(=O)N1CC(=O)Nc2ccc(F)cc2C1c1ccccc1 (stereo not given),-0.4,19,-5,2,-10,19,2,3,15,-3,-3
O=C(O)c1cn(-c2ccccc2)nc1-c1cccnc1,2.0,11,-5,3,10,8,-4,1,-10,-1,4
O=C1c2ccccc2C(=O)N1CCCN1C(=O)c2ccccc2C1=O,3.7,-7,-6,.,-1,5,-4,-5,16,0,2
CCN(CC)S(=O)(=O)c1cccc(C(=O)NC(C)C(c2cccs2)N2CCCC2)c1 (stereo not given),-0.9,12,-5,1,-1,8,1,-25,-35,12,6
Cc1ccc(Oc2cc(C)nc(-c3ccccc3O)n2)cc1,-1.7,-87,.,-2,0,-105,-16,-10,-37,-5,-7
Cn1cnc2cc(NCc3ccccc3O)ccc21,-0.6,-90,-6,2,17,-88,-17,-58,-11,-3,-6
COc1ccccc1-c1oc2ccccc2c1-c1ccc2c(c1)OCO2,6.3,-44,-5,2,2,-21,5,-21,1,-3,-6
CSc1ccc(CN2CCC2(C)C(=O)Nc2cccc(Oc3ccccc3)c2)cc1 (stereo not given),-1.3,13,-11,.,3,18,.,-10,16,-4,-10
O=C(c1ccc2c3c(cccc13)CC2)C1CCCN(Cc2ccncc2)C1 (stereo not given),0.8,11,-14,0,9,18,14,28,.,-9,-13
O=S(=O)(/C=C/c1ccccc1)c1ccccc1,2.0,-4,-8,2,-2,4,-7,-44,15,-1,0
OCCCc1cn(CC2CCCCC2)nn1,1.6,1,-10,1,3,-23,-1,14,-41,-4,13
COc1ccc(CN(Cc2ccc(C(=O)O)cc2)C(=S)Nc2cccc(C)c2)cc1OC,0.2,11,-5,4,-3,4,3,6,2,8,5
CS(=O)(=O)c1ccc(Nc2nc(C(N)c3ccccc3)cs2)cc1 (stereo not given),1.2,-2,-10,.,5,4,.,-20,-9,5,2
Cc1ccc(S(=O)(=O)N2CCOCC2)cc1NS(=O)(=O)c1ccc(F)c(F)c1,2.3,11,-6,3,11,10,-5,-7,-3,-1,2
CCOc1ccc(NC2=CC(=O)CC(c3ccco3)C2)cc1 (stereo not given),-0.7,-24,-20,1,-3,-12,-14,-30,52,2,4
O=C(N[C@H](CO)Cc1ccccc1)[C@H]1O[C@@H](n2ccc(=O)[nH]c2=O)[C@H](O)[C@@H]1O,4.6,-7,-10,.,.,6,.,14,-23,1,5
O=C(O)CCc1nn2c3ccccc3nc2n(-c2ccccc2)c1=O,1.7,9,-8,1,0,-8,9,4,0,-1,0
COc1ccc(NC(=O)CCn2c(=O)c3cccn3c3ccccc32)c(OC)c1,-0.5,-1,-2,1,3,18,-3,-19,11,-5,20
Clc1ccccc1CN(Cc1ccco1)Cc1nnnn1C1CCCC1,3.6,20,-4,3,-1,18,6,-31,4,-5,-14
Cc1ccc(NC(=O)Cn2cnc3c(=O)n(C)c(=O)n(C)c32)c(C)c1,-0.3,5,-4,5,1,-4,13,-35,15,0,6
O=c1[nH]c2cc3c(cc2cc1CN(Cc1cccs1)Cc1nnnn1Cc1ccco1)OCCO3,-1.1,-132,.,2,6,-119,9,-33,3,3,7
CC1=C(C(=O)Nc2ccc(C)cc2)C(c2ccc(C)o2)C2=C(CC(C)(C)CC2=O)N1 (stereo not given),-0.3,8,.,0,-5,15,-6,-5,-4,0,7
COC(=O)[C@]12CCCCC=C1N(Cc1cccc3ccccc13)C(=O)[C@H](CC(=O)NCc1cccc3ccccc13)C2,-1.1,-10,-9,.,.,.,.,-17,.,7,.
CCc1ccc(CNCCNCC(C)O)cc1 (stereo not given),-1.6,21,-5,0,-8,-4,-5,1,-11,0,2
Cc1ccc(C(=O)N(c2ccccc2)C2CC(C)N(C(=O)c3ccco3)c3ccccc32)cc1 (stereo not given),-2.5,26,-6,-6,14,33,14,2,1,-3,-8
COc1ccc(S(=O)(=O)N2c3cc(Cl)ccc3Oc3nc4ccccc4nc32)cc1,-0.1,-60,.,0,13,-81,52,15,13,-2,-10
O=C(O)C1CCCCC1C(=O)N1CCN(S(=O)(=O)c2ccc(F)cc2)CC1 (stereo not given),-0.4,11,-4,-2,0,6,-4,7,1,4,-4
O=C(O)C1C2CCC(C2)C1C(=O)N1CCCC1 (stereo not given),0.0,9,20,-1,-3,11,15,1,10,-1,-1
COc1ccccc1Nc1ccc([N+](=O)[O-])cc1N,-2.8,-23,-22,-4,28,-6,2,-13,-10,-4,-6
Cc1cccc2c1N(CCOc1ccc(C(C)(C)C)cc1)C(=O)C2=O,-3.1,-16,-7,-3,-14,-2,-6,-14,21,-2,-24
Cc1nc2scc(C)n2c(=O)c1S(=O)(=O)NCC1CCN(Cc2ccc(Cl)cc2)CC1,-0.5,10,-15,-1,-4,1,1,2,29,-5,-4
O=C(CNC(=O)c1ccc(Cl)cc1Cl)OCCOc1ccccc1,-0.3,-48,-6,-4,-4,-131,-43,-12,-49,-8,2
CCN(CC)CCNC(=O)Cc1c(C(=O)O)n(CC)c2ccccc12,-2.5,-4,-9,5,1,11,10,-13,17,3,7
# Carrying on.
SMILES,hiPSC survival,HIF-2a inh,CaV13 ICDI inh,NR2E3 ag-1,PDI turbidity,Peg3 promoter,MITF TRPM1 inh,NR2E3 ag-2,Shn3 3UTR inh,HTR2A ag,Cardio protect
O=C(CNC(=O)c1ccc(N2C(=O)c3ccccc3C2=O)cc1)OCC(=O)c1ccc(Cl)cc1,0.6,19,-5,2,-14,15,4,-39,8,-1,-3
O=C(O)C1C2C=CC(C2)C1C(=O)NCCCn1ccnc1 (stereo not given),-0.6,13,-4,-5,2,13,-1,-16,12,4,4
CCc1cccc(NC(=O)CCCn2nc(C)c3c(C)n(-c4ccccc4)nc3c2=O)c1,-0.4,11,-15,-2,4,1,7,-11,6,2,-3
CCCSc1ccc([C@H]2N[C@@](C)(C(=O)OC)[C@H]3C(=O)N(C)C(=O)[C@@H]23)cc1,-2.6,-16,-4,4,-3,-13,-3,-14,6,7,11
COC(=O)c1ccc(-c2ccc([C@H]3[C@H]4C=CC[C@@H](C)[C@@H]4C(=O)N3Cc3ccccc3)c(F)c2)cc1,-1.6,8,-5,5,1,-13,.,5,8,7,-9
Nc1ccc(N2CCCCC2)cc1N1CCCCC1,-5.2,-1,0,-3,-2,-6,29,2,35,-11,-36
O=c1cc(NCc2ccccc2)nc2ccccn12,1.2,-105,-7,2,2,-83,-5,-31,-3,-2,11
COc1cc(/C=C2/C(=O)NN(c3ccc(F)cc3)C2=O)cc([N+](=O)[O-])c1O,0.1,18,-4,-3,7,12,-15,-11,-5,-2,15
C=CC[C@@H](CC(=O)N[C@@H](CO)Cc1ccccc1)C(=O)NC[C@@H](OC(=O)[C@@H](CC=C)CC(=O)OC(C)(C)C)c1ccccc1,0.6,11,-10,.,-1,10,3,-13,15,-1,7
